Cy5 interf NS3h: Cy5 fluorescence interference, HCV helicase counter-screen | 16,000 compounds, 6% hits | fluorescence interference ratio at 100 µM | Cy5-dT15 DNA with NS3h; actives lie on both sides; signal over control mean, under 1 quenches;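 active means compound fluorescence over control fluorescence at most 0.8, a quencher, or at least a set upper limit, an enhancer; inactive means ratio between 0.8 and the set upper limit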
NS3h inh CB: blocks HCV NS3 helicase binding to DNA; inhibition, % at 100 µM; NS3h Cy5-dT15 DNA binding, fluorescence polarization; 16,000 compounds, 1.6% hits; AID 687043;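 active means inhibition above the average over every tested compound plus 3 SD, cut at about 40% in these data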
* = called active by the depositor.

item	Compound	Cy5 interf NS3h	NS3h inh CB
1	COCc1ccccc1P(=O)(c1ccccc1)c1ccccc1	0.95	-4
2	O=C(O)CC1S/C(=N\N=C/c2ccc([N+](=O)[O-])cc2)N(c2ccc(O)cc2)C1=O (stereo not drawn)	1	2
3	CC1CCN(C(=O)CSCc2cccc(Br)c2)CC1	0.91	15
4	CC1=C(C(=O)OC(C)C)C(c2ccsc2)C2=C(CCCC2=O)N1 (stereo not drawn)	0.95	11
5	CCc1ccc(N2N=C(C)/C(=C\c3cc(Br)c(O)c(OC)c3)C2=O)cc1	0.84	5
6	CC1CC(N(C(=O)c2ccco2)c2ccccc2)c2ccccc2N1 (stereo not drawn)	1.1	26
7	C=C(C)C(=O)Nc1cccc(C(=O)NCC(C)C)c1	1.1	-4
8	O=C(/C=C/c1ccc(OCc2ccccc2)cc1)c1ccc(Cl)cc1	1.2	7
9	CCOc1ccccc1NC(=O)c1ccc(I)cc1	0.95	15
10	CCO/C(C)=C1\C(=O)Nc2ccccc21	1	11
11	CC(C)(C)NC(=O)c1ccc(-c2ccc(Br)cc2)o1	0.95	-1
12	Cc1csc(NC(=O)c2ccco2)n1	1	-2
13	O=C(c1nn2c(c1Br)NC(c1cccs1)CC2C(F)(F)F)N(Cc1ccccc1)Cc1ccccc1 (stereo not drawn)	1.1	8
14	CNC(=S)NC12CC3CC(CC(C3)C1)C2	1.1	8
15	COC(=O)C1=C(C(=O)OC)SC(=C2C(=S)C(C)(C)N(C(=O)c3cccc(F)c3)c3c(OC)cccc32)S1	1.1	6
16	CCCOc1ccc(/C=C/C(=O)Nc2ccc(S(=O)(=O)Nc3ncccn3)cc2)cc1OC	1	23
17	CCOC(=O)C(C)P(=O)(c1ccccc1)c1ccccc1 (stereo not drawn)	1	4
18	COC(=O)CN(c1ccc(OC)cc1)S(=O)(=O)c1ccccc1	1	5
19	COc1ccc(N(CC(=O)Nc2cc(OC)ccc2OC)S(=O)(=O)c2ccc(OC)c(OC)c2)cc1	1.1	11
20	Cc1ccc(OCC(=O)Nc2cc(Cl)cc(Cl)c2)cc1	1	16
21	CCCOc1ccc(C(=O)Nc2c(C)cc(Br)cc2C)cc1	1	28
22	C=CCNC(=O)CN(c1ccc(OC)cc1OC)S(=O)(=O)c1ccc(C)cc1	0.97	-1
23	COc1ccc(C2CC(=O)C3=C(C2)Nc2ccccc2NC3c2cc3c(cc2Cl)OCO3)cc1 (stereo not drawn)	0.98	7
24	CCn1c(O)c(C=Nc2ccccc2)sc1=S	1	9
25	Cc1ccc(NC(=O)n2ccc(C(=O)N3CCOCC3)n2)cc1	0.94	2

Other entries.
item	Compound	Cy5 interf NS3h	NS3h inh CB
26	COc1ccc(OC)c(NC(=O)c2cc(-c3ccccc3)nc3ccccc23)c1	0.98	-2
27	O=S(=O)(c1ccc(I)cc1)N1CCCC1	0.98	9
28	O=C1c2cccc3cccc(c23)C(=O)N1CCS(=O)(=O)OCC(F)(F)F	1	1
29	Cc1c(Cl)cccc1-c1ccc(C(=O)Nc2nccs2)o1	1	17
30	C=CCN1C(=O)/C(=C\c2ccc(-c3cc(Cl)ccc3Cl)o2)SC1=S	1	4
31	O=[N+]([O-])c1ccc(-c2ccco2)c(Cl)c1	1.1	0
32	CN(C)c1ccc(C(=O)Nc2ccc(S(N)(=O)=O)cc2)cc1	0.84	78*
33	COC(=O)c1c(C)oc2ccc(OCC(=O)c3ccccc3)cc12	0.82	12
34	CCNC(=O)/C=C/c1cn(-c2ccccc2)nc1-c1ccccc1	0.97	10
35	Oc1ccccc1C1OCC2(CO1)COC(c1ccccc1O)OC2 (stereo not drawn)	1	7
36	COCCOC(=O)c1c(C)oc2ccc(OCc3cc(C)ccc3C)cc12	0.85	8
37	O=[n+]1cc(-c2ccc(Br)cc2)n([O-])c2c1CCC2	1	-4
38	Cc1ccc(S(=O)(=O)NC(=O)c2ccccc2)cc1C(C)C	1.1	1
39	O=C(O)C(Cc1ccccc1)N1C(=O)/C(=C/c2ccc(F)cc2)SC1=S (stereo not drawn)	1.1	-1
40	C=CCOC(=O)C1=C(C)NC(C)=C(C(=O)OCC=C)C1c1ccc(OC)cc1	0.92	31
41	Cc1c(Cl)c(C(F)(F)F)nn1CC(=O)Nc1ccc(F)cc1F	0.93	-2
42	O=c1/c(=C/c2ccc(-c3ccccc3Cl)o2)sc2nc3ccccc3n12	1	7
43	C=CCN1C(=O)/C(=C\c2ccc(OC)cc2)SC1=Nc1ccccc1	0.79*	2
44	O=C1NC(=S)N(c2ccc(Cl)cc2)C(=O)/C1=C/c1ccc(Oc2ccc([N+](=O)[O-])cn2)cc1	1	8
45	O=C(Nc1ccc(/C=C/C(=O)c2cccs2)cc1)c1ccc(Br)cc1	1	-4
46	COc1ccccc1Nc1nc(C(F)(F)F)c(-c2ccccc2)s1	1.1	9
47	O=S(=O)(c1ccc2ccccc2c1)N(CC(O)CN1CCCCC1)c1ccccc1 (stereo not drawn)	1.1	4
48	COc1ccc(/C(N)=N\OC(=O)c2cccc(F)c2)cc1	1	11
49	Cc1ccc2nc(NC(=S)NC(=O)c3ccco3)sc2c1	1.1	-5
50	CC1CCN(C(=O)c2ccc(I)cc2)CC1	0.99	5

Reformatted: results already given.
37) O=[n+]1cc(-c2ccc(Br)cc2)n([O-])c2c1CCC2
38) Cc1ccc(S(=O)(=O)NC(=O)c2ccccc2)cc1C(C)C
Screen / compound no.	37	38
Cy5 interf NS3h	1	1.1
NS3h inh CB	-4	1

Going on with the list:
item	Compound	Cy5 interf NS3h	NS3h inh CB
51	CCOc1cc(/C=C2/SC(=S)N(C)C2=O)cc(Cl)c1OCCOc1ccc(Br)cc1	1.1	-3
52	Cc1c(OCC(=O)c2ccc(Cl)cc2)ccc2c3c(c(=O)oc12)CCC3	1.1	-3
53	Nc1c(Cl)cc(N2C(=O)C=CC2=O)cc1Cl	0.96	54*
54	O=c1[nH]c(=O)n(Cc2ccc(F)cc2)c(O)c1C=C1C=Nc2ccccc21	0.8*	-44
55	Nc1nc2c(s1)-c1ccccc1CC2	1.2*	29
56	O=C(Nc1c(-c2ccccc2)nc2ccc(Cl)cn12)c1ccco1	0.91	15
57	O=C(O)CCC(=O)Nc1ccc(S(=O)(=O)N2CCCCCC2)cc1	0.95	-6
58	COc1ccccc1N=C(NOC(C)=O)c1nonc1N	1	4
59	Cc1ccc(N2C(=O)CC(NCCc3ccc(Cl)cc3)C2=O)cc1 (stereo not drawn)	1.1	16
60	O=C(CN1C(=O)/C(=C/c2ccccc2)SC1=S)Nc1cccc(Br)c1	1.1	11
61	C=CCc1cccc2cc(C(=O)Nc3ccc(C)cc3[N+](=O)[O-])c(=O)oc12	0.98	12
62	CCOc1ccc(C2=C/C(=C/c3cccs3)C(=O)O2)cc1	0.99	44*
63	O=C(NC(=O)C(Cl)(Cl)Cl)Nc1ccc(Cl)c(Cl)c1	0.93	4
64	COc1ccccc1C1C(C(=O)Nc2ccccc2)=C(C)NC(C)=C1C(=O)Nc1ccccc1	0.91	15
65	CS(=O)(=O)N(CC(=O)Nc1ccccc1Cl)c1cccc(C(F)(F)F)c1	0.84	-4
66	O=C1C(=O)N(Cc2ccccc2Cl)c2ccccc21	0.95	6
67	CCOc1ccc(NC(=S)NC(=O)/C=C/c2ccc(OC)cc2)c([N+](=O)[O-])c1	0.94	6
68	COc1ccc(C(=O)NCc2ccc(S(N)(=O)=O)cc2)cc1[N+](=O)[O-]	1	4
69	COc1ccc(CN2CCN(Cc3cc(Br)ccc3O)CC2)cc1OC	1	-1
70	COc1ccc(Br)cc1/C=C/C(=O)N1CCN(c2ccc([N+](=O)[O-])cc2)CC1	1.1	11
71	CC(NC(=O)CN(c1cccc(C(F)(F)F)c1)S(C)(=O)=O)c1ccccc1 (stereo not drawn)	1.2	15
72	Cc1ccc(NC(=O)N(Cc2ccccc2)C(C)C2CC2)cc1 (stereo not drawn)	0.6*	10
73	C1CCc2sc3c(c2CC1)c1nnnn1c1nnnn31	1	2
74	CC(=O)c1ccc(N2C(=O)c3ccc4c5c(ccc(c35)C2=O)C(=O)N(c2ccc(C(C)=O)cc2)C4=O)cc1	1	9
75	Nc1nc2ccccc2n1Cc1ccccc1	0.97	-5

Two entries from above, field by field.
(67) CCOc1ccc(NC(=S)NC(=O)/C=C/c2ccc(OC)cc2)c([N+](=O)[O-])c1
  Cy5 interf NS3h: 0.94 | NS3h inh CB: 6

(68) COc1ccc(C(=O)NCc2ccc(S(N)(=O)=O)cc2)cc1[N+](=O)[O-]
  Cy5 interf NS3h: 1 | NS3h inh CB: 4

Next section
item	Compound	Cy5 interf NS3h	NS3h inh CB
76	COc1ccc(C(=O)N/C(=C\c2ccc(-c3cccc([N+](=O)[O-])c3)o2)C(=O)NCc2ccco2)cc1	0.81	22
77	O=C1NC(=S)S/C1=C\c1ccc(OC(=O)c2ccccc2I)cc1	1	23
78	COc1cc(/C=C2\SC(=S)NC2=O)ccc1Oc1ccc([N+](=O)[O-])cn1	0.89	-3
79	CCOc1ccc2nc(NC(=O)c3ccc(Cl)cc3)sc2c1	1.1	3
80	O=C(Nc1ccc(Cl)c(C(F)(F)F)c1)C(c1ccccc1)c1ccccc1	1.1	10
81	COc1ccc([N+](=O)[O-])cc1NC(=O)c1cc(-c2ccccc2)nc2ccccc12	1.1	14
82	O=C(Nc1ccc2c(c1)oc1ccccc12)c1ccc(Br)o1	0.9	-6
83	O=C1NC(=O)C(=Cc2ccccc2OCc2ccc(F)cc2)C(=O)N1	1	28
84	Clc1ccc(-c2nc3ccccc3[nH]2)c(Cl)c1	1	13
85	COc1cc2ccccc2cc1C(=O)Nc1ccc(Cl)cn1	1.1	9
86	Cc1c(Cl)cccc1NC(=O)/C(C#N)=C/c1ccc(C(=O)O)cc1	1.1	10
87	COc1cc(/C=C2/SC(=S)N(C)C2=O)ccc1OC(=O)c1ccco1	0.98	6
88	CC(=O)Nc1ccc(S(=O)(=O)Nn2cnnc2)cc1	1.2	0
89	O=C(Nc1cccc(C(=O)c2ccccc2)c1)c1ccc(Cl)cc1	0.94	13
90	COc1ccc(C(=O)CSc2nc(C)cc(C)n2)cc1	1.1	12
91	CCOc1ccc(C2C3(OC(c4ccc(Cl)cc4)C24C(=O)c2ccccc2C4=O)C(=O)c2ccccc2C3=O)cc1 (stereo not drawn)	0.91	0
92	O=C(CN(c1ccc(Cl)c(C(F)(F)F)c1)S(=O)(=O)c1ccccc1)N1CCOCC1	0.94	2
93	COc1ccc(C(=O)Nc2ccc3oc(-c4ccccc4Cl)nc3c2)cc1Br	0.93	14
94	COc1ccccc1NS(=O)(=O)c1ccc(Cl)c([N+](=O)[O-])c1	0.97	19
95	O=C(c1ccccc1C(F)(F)F)N1CCOCC1	1.1	-8
96	CCOC(=O)C1=C(c2ccccc2)N=c2s/c(=C\c3ccc(O)c(OC)c3)c(=O)n2C1c1ccc(OC)cc1 (stereo not drawn)	1	14
97	COCCCNC(=O)CN(c1ccc(OC)cc1OC)S(=O)(=O)c1ccc(C)cc1	1.2*	6
98	Nc1nc(-c2ccc3c(c2)OCO3)cs1	0.98	7
99	Cn1cnnc1SCC(=O)c1ccc(-c2ccccc2)cc1	1	2
100	O=[N+]([O-])c1ccc(S(=O)(=O)Nc2cccc3ccccc23)cc1	1	13

Carrying on:
item	Compound	Cy5 interf NS3h	NS3h inh CB
101	O=[N+]([O-])c1ccc(N2CCN(S(=O)(=O)c3ccc4ccccc4c3)CC2)cc1	1	8
102	COc1ccc(/C=C2\C(=O)NC(=O)N(c3cc(C)cc(C)c3)C2=O)cc1	1.1	21
103	COc1cccc(N2C(=O)C(=O)C(=C(O)c3ccccc3)C2c2ccccc2OC)c1 (stereo not drawn)	0.97	-1
104	CCOC(=O)c1ccccc1NC(=O)CN(c1ccc(OCC)cc1)S(=O)(=O)c1ccc(SC)cc1	1.2	11
105	COC(=O)C1=C(O)/C(=C/c2ccc(O)cc2)N=C1C	1	-15
106	COc1cc(/C=C2/SC(=S)N(CCC(=O)Nc3ccc(C(C)=O)cc3)C2=O)cc(OC)c1OC	0.63*	-28
107	COc1ccccc1NS(=O)(=O)c1ccc(C)cc1C	1	20
108	CC(=O)Nc1cccc(Oc2ccc3c(c2)C(=O)N(c2ccc(C)c(Cl)c2)C3=O)c1	0.88	-13
109	COc1ccccc1C(=O)Nc1cc(C)cc(C)c1	0.68*	15
110	COc1ccc(CCNC(=O)/C=C\c2ccccc2)cc1OC	1	3
111	O=C(c1cccnc1)N1CCCc2ccccc21	1.1	3
112	CC(C)Oc1ccccc1NC(=O)CSCC(=O)Nc1ccccc1	0.98	7
113	COc1ccc(NC(=S)NC(=O)c2ccc(Br)cc2)cc1	0.93	23
114	Cc1ccc(C)c(NC(=O)c2ccc(OCC(C)C)cc2)c1	0.93	4
115	COc1cc(/C=C2\C(=O)NC(=S)N(c3ccc(Cl)cc3)C2=O)ccc1OCc1ccc(C(=O)O)cc1	1	9
116	O=c1[nH]c(=O)n(-c2ccccc2Cl)c(O)c1C=Nc1ccc(Cl)cc1	0.95	21
117	O=[N+]([O-])c1ccc(N2CCN(S(=O)(=O)c3ccccc3)CC2)c(F)c1	0.98	1
118	Cc1ccc(C(=O)N/C(=C/c2cccnc2)c2nc3ccccc3[nH]2)cc1	0.8*	-8
119	Cc1cccc(Nc2c3c(c(C#N)c4nc5ccccc5n24)CCC3)c1	1	24
120	COc1ccc(C(=O)Nc2ccc(F)c([N+](=O)[O-])c2)cc1Br	0.89	-5
121	COc1cccc(NS(=O)(=O)c2c(C)cc(C)cc2C)c1	0.94	20
122	CCCOC(=O)c1cccc(NC(=O)COc2cc(C)cc(C)c2)c1	1	7

One compound at a time, as listed above. Order of screens: Cy5 interf NS3h	NS3h inh CB
Shown for Cc1ccc(C)c(NC(=O)c2ccc(OCC(C)C)cc2)c1 = 0.93	4
Shown for Cc1ccc(C(=O)N/C(=C/c2cccnc2)c2nc3ccccc3[nH]2)cc1 = 0.8*	-8
Shown for O=[N+]([O-])c1ccc(N2CCN(S(=O)(=O)c3ccc4ccccc4c3)CC2)cc1 = 1	8
Shown for COC(=O)C1=C(O)/C(=C/c2ccc(O)cc2)N=C1C = 1	-15
Shown for O=C(c1cccnc1)N1CCCc2ccccc21 = 1.1	3
